# IDH1 R132H inh: human IDH1 R132H inhibition | IDH1-R132H enzyme, NADPH consumption, diaphorase/resazurin fluorescence | AID 602179 | 390,000 tested, 0.093% active | Potency, µM (doses to about 76.6 µM), without a hit: top-dose activity change, negative = inhibition, most hits filed as inhibitors | O75874; also: potency is read from the fitted curve at half-maximal effect; % is scaled to controls: 0 for no effect and ±100 for the full control effect; nearly all actives have a fitted effect of over 65% in size
#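 IDH1-R132H (0.5 ug/mL dispensed) in pH 7.5 Tris buffer was preincubated 30 min with compound, then given a substrate mix of 0.016 mM NADPH and 2 mM alpha-KG for 80 min at room temperature; remaining NADPH was read by diaphorase/resazurin fluorescence.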
# RXFP1 agonist: RXFP1 (human) receptor agonism; 370,000 tested, 0.3% active; Q9HBX9; HEK293T-RXFP1 cAMP TR-FRET, 30 min; response scale: percent of porcine relaxin response, buffer zero; AID 2676; Potency, µM (highest dose often 57.5 µM), for inactives: at the highest dose activation, actives largely listed as activators; also: potency is read from the fitted curve at half-maximal effect; % is scaled to controls: 0 for no effect and ±100 for the full control effect; nearly all actives have a fitted effect of over 60% in size; many of its hits are not listed in these tables
#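 HEK293 cells stably expressing RXFP1, treated 30 min at 37C with compounds plus PDE4 inhibitor Ro 20174; cAMP measured by HTRF TR-FRET. Normalized to buffer and 29 nM porcine relaxin; EC50 by Hill fit.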
# LDHA inh: blocks human lactate dehydrogenase A | P00338 | activity change, % (values are at about 110 or 230 µM) | purified LDHA, NADH/diaphorase-resazurin fluorescence; hits give low values | 480,000 tested, 0.15% active; in the data active = activity change below about -30%; inconclusive = mostly about -25% to -30%;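 also: plate controls were DMSO wells for no effect and wells without enzyme for full effect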
#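 Human LDH5 at 2 nM final in Tris HCl pH 7.4 with 0.06 mM NADH and 0.2 mM pyruvate, reacted 5 minutes at room temperature. Remaining NADH coupled via diaphorase/resazurin; resorufin fluorescence read at 0 and 20 minutes, normalized to enzyme-free and DMSO wells.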
# USP1-UAF1 inh: USP1/UAF1 (human) deubiquitinase inhibition; recombinant USP1/UAF1, Ub-Rhodamine cleavage fluorescence; O94782; AID 743255; Potency, µM (titrated, usually from 57.1 µM), without a hit: top-dose activity change, negative = inhibition, hits mostly inhibitors; 390,000 tested, 0.23% active; also: potency is read from the fitted curve at half-maximal effect; % is scaled to controls: 0 for no effect and ±100 for the full control effect; nearly all actives have a fitted effect of over 60% in size; inactives centre near -12
# Target sequence (O94782 whole entry, looked up): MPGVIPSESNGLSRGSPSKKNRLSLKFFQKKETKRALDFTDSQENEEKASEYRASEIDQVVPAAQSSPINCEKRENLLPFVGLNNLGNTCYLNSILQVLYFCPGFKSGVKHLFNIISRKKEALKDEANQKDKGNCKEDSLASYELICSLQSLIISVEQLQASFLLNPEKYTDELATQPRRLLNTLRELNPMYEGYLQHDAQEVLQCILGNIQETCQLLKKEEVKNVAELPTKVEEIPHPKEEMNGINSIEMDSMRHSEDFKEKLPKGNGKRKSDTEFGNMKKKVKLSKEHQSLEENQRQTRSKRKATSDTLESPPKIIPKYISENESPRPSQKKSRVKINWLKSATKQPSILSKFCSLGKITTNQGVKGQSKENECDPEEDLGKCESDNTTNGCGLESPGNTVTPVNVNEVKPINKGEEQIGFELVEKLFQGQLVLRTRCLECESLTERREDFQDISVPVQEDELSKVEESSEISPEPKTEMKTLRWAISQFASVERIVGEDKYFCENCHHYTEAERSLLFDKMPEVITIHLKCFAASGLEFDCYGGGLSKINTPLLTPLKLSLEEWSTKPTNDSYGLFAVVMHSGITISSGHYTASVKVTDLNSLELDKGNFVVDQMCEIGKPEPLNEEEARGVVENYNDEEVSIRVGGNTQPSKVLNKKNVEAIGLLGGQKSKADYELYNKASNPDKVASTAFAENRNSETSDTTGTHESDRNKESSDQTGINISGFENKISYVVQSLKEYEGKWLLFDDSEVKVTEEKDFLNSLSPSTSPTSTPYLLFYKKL
#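 Step one: compound is pinned into 1nM USP1/UAF1 in HEPES pH 7.8 buffer with TCEP. Step two: 15 min room-temperature incubation. Step three: Ub-Rho (150nM final) starts cleavage, tracked by fluorescence over six one-minute reads.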
# GRP78 ERSR act: ER stress response induction in glioma; U87-MG GRP78 promoter luciferase reporter, 16 h; Potency, µM, for inactives: top-dose activation, usual class: activators; 420,000 tested, 0.02% active; also: potency is read from the fitted curve at half-maximal effect; series mostly up to about 76 µM; % of control where 0% means no effect; nearly all actives have a fitted effect of over 35% in size
#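 Stably transfected U87-MG glioma cells carrying a GRP78-based luciferase sensor; 16 h compound incubation. Luminescence end-point read 10 min after Bright-Glo addition at room temperature.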
# Vif-APOBEC3F blk: blocks the Vif interaction with APOBEC3F. HeLa A3F-eYFP + Vif (tagged APOBEC3F with the HIV-1 protein that degrades it), YFP fluorescence increase. Potency, µM (highest dose often 46.1 µM), inactives show at the highest dose activity, negative = active. 390,000 tested, 0.2% active. AID 602313; also: potency is read from the fitted curve at half-maximal effect; % of control where 0% means no effect; nearly all actives have a fitted effect of over 65% in size
#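 HeLa cells stably expressing Vif plus C-terminally eYFP-tagged A3F were seeded, incubated overnight at 37 deg C, dosed with compound, incubated overnight again at 37 deg C. Yellow fluorescence (Ex 488/Em 500-530) reported blocked Vif-mediated A3F-eYFP degradation.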
# Vif-APOBEC3G blk: Vif-A3G binding inhibition; Potency, µM (top dose mostly 46.1 µM), for the others: at the top dose activity, negative = active, actives largely listed as inhibitors; HeLa A3G-eYFP + Vif (tagged APOBEC3G with the HIV-1 protein that degrades it), YFP fluorescence, overnight; 410,000 tested, 0.076% active;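 also: potency is read from the fitted curve at half-maximal effect; % is scaled to controls: 0 for no effect and ±100 for the full control effect; nearly all actives have a fitted effect of over 60% in size; hits raise eYFP signal because A3G escapes Vif-driven loss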
#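 Read-out is eYFP fluorescence (Ex 488/Em 500-530) from Vif-expressing HeLa A3G-eYFP cells; more signal means A3G escaped Vif-mediated degradation. Cells plated overnight, compound pinned in, incubated overnight at 37 deg C.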
# PI4K2A block: blocks human PI4K2A kinase activity; Q9BTU6; 420,000 tested, 0.13% active; activity change, negative = inhibition, % at 76.9 µM; purified PI4K2A, ADP-Glo luminescence, 1 h; hits give low values; in the data active = activity change below about -50%; inconclusive = mostly about -30% to -49%;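 also: -100% = wells without enzyme as full effect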
#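 ADP-Glo luminescence measured ADP generated by PI4K2A enzyme (4 ug/mL before mixing) with 1.2 mM PI substrate (pre-mix) and 300 microM ATP (pre-mix). Tris pH7.5 buffer with MgCl2, Triton X-100; 1 h reaction at ambient temperature.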
# TrxR1 substrate: is turned over as a substrate by rat TrxR1; AID 588456; Potency, µM (doses to about 114 µM), for inactives: at the highest dose activity change, negative = substrate turnover; purified TrxR1 substrate turnover, NADPH consumption readout; 390,000 tested, 0.01% active; also: potency is read from the fitted curve at half-maximal effect; % is scaled to controls: 0 for no effect and ±100 for the full control effect; nearly all actives have a fitted effect of over 50% in size
#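 Rat TrxR1, dispensed at 90 nM, was prereduced with 400 uM NADPH (final) for 5 min at ~22 deg C, then incubated with compound 15 min before 400 uM selenite. A first-read NADPH fluorescence drop versus no-compound background flagged substrates.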
# The depositor's hits bear a star; u = inconclusive; x = not tested or not shown; [ ] = another dose, or the depositor's remark. Unless noted, calls follow the shape of the dose curve; as a rule, active = well fitted curve in the direction sought with a large enough effect; inconclusive = small, poorly fitted or top-dose-only effect, or another doubt; inactive = no such curve, though single readings can be large; an effect the other way counts as inactive or inconclusive. An excerpt, so the mix of outcomes need not match the whole.
No.	compound	PI4K2A block	LDHA inh	Vif-APOBEC3G blk	Vif-APOBEC3F blk	TrxR1 substrate	USP1-UAF1 inh	IDH1 R132H inh	RXFP1 agonist	GRP78 ERSR act
1	O=C1C(Nc2ccccc2)=C2CCCC=C2N1c1ccccc1	-2	-1	-4%	u	7%	-19%	4%	-1.5%	7%
2	O=C(c1ccccc1F)N1CCN(S(=O)(=O)c2ccc(S(=O)(=O)N3CCCCCC3)cc2)CC1	-2	-8	0%	-6%	2%	-4%	-3%	0.0%	-2%
3	COc1ccc(C)cc1-n1c(SCC(=O)Nc2cc(C)on2)nc2ccccc2c1=O	3	-6	1%	8%	-5%[57.1 µM]	-13%	0%	-0.3%	-4%
4	Clc1ccc(-c2nnc(Sc3nc4ccccc4o3)c3ccccc23)cc1	8	-4	-18%	7%	6%[57.1 µM]	-7%	2%	5.1%	11%
5	COC(=O)Nc1nnc(-c2ccccc2Cl)s1	-8	-5	-4%	-4%	43%	-4%	5%	0.4%	1%
6	C=C(c1ccc2nc(NC(=O)OC)[nH]c2c1)c1cccs1	10	-4	-44%	-14%	7%[57.1 µM]	0%	6%	x	0%
7	COc1ccc(Cl)cc1NC(=O)Cn1nnc(C(=O)NCCc2ccc(OC)c(OC)c2)c1N	0	-5	-6%	-11%	-7%	-2%	2%	-0.3%	-5%
8	Cc1ccc(S(=O)(=O)N2CCOCC2)cc1C(=O)OC1CCCCC1=O (stereo not drawn)	-3	1	8%	1%	1%	-20%	1%	-1.9%	-1%
9	CC(=O)Nc1ccc(NC(=O)c2c([N+](=O)[O-])c(C(C)(C)C)nn2C)cc1	-1	-11	0%	6%	1%[57.1 µM]	-15%	4%	1.4%	-8%
10	O=C(/C=C/c1c(F)cccc1Cl)Nc1ccncc1	-5	-4	-6%	-9%	-2%	-22%	3%	2.2%	3%
11	COc1ccc(N2CCN(C(=O)CCc3nnc4ccc(N5CCCC5)nn34)CC2)cc1	-1	1	-1%	3%	4%	-20%	-6%	21%	-4%
12	COc1ccc(OC)c(NC(=O)c2ccc3c(=O)n(CCc4ccccc4)c(=S)[nH]c3c2)c1	-2	-5	1%	9%	-10%	-16%	-1%	-2.4%	-3%
13	CCC(=O)Nc1ccc(CC)cc1-c1nc2ccccc2n(Cc2ccccc2)c1=O	-1	-12	-1%	6%	-11%	u	-17%	-4.0%	-5%
14	Cc1c(Cl)cccc1N=Cc1ccc([N+](=O)[O-])s1	-22	43	-6%	-4%	-9%	32µM*	5%	-1.3%	2%
15	COC(=O)c1c(C)cc(OC(C)=O)c(C)c1OC(C)=O	-9	-11	0%	u	-1%	-2%	-6%	-1.9%	-1%
16	O=S(=O)(c1cc(F)ccc1F)N1CCN(C2CCCCC2)CC1	3	-3	1%	2%	-2%	2%	12%	0.5%	-1%
17	CCOC(=O)Nc1nnc(Cc2ccc(Cl)c(Cl)c2)s1	4	2	-13%	3%	-12%[57.1 µM]	-9%	0%	1.0%	-1%
18	CC1=CC(C)(C)NC(=S)N1c1cccc(Cl)c1	3	-10	0%	-7%	11%[57.1 µM]	-19%	17%	x	-3%
19	C[C@@H]1[C@H](O)C[C@@]23COC(=O)C2=CCC[C@@H]3[C@@]1(C)CC/C(=C/CO)CO	-1	-4	-1%	3%	9%[57.1 µM]	-18%	-2%	0.3%	-2%
20	COc1ccc(-n2c(C)csc2=S)cc1	-16	-4	-1%	1%	-9%	-12%	5%	-0.1%	-5%
21	C[C@H](CO)N1C[C@H](C)[C@@H](CN(C)CC2CCCCC2)Oc2ccc(NC(=O)Cn3cnnn3)cc2C1=O	-3	-2	-3%	7%	-7%[57.1 µM]	-8%	0%	x	-2%
22	COc1ccc(OC)c(NC(=O)c2cccc(NC(=O)c3ccccc3)c2)c1	-10	0	0%	1%	-5%	-3%	1%	2.2%	0%
23	COc1ccc(S(=O)(=O)NCCc2ccccc2)c2cccnc12	0	-10	1%	1%	13%	-4%	-3%	1.0%	-3%
24	COC(=O)c1ccc(OCC(O)CN(CCO)CC(O)Cn2ccc3ccccc32)cc1 (stereo not drawn)	-2	-1	6%	2%	-21%[57.1 µM]	-6%	14%	1.8%	-1%
25	O=C(O)CN1C(=O)C(=O)N(Cc2ccc(Cl)c(Cl)c2)C1=O	4	-3	-2%	1%	2%	-11%	0%	0.2%	-2%
26	CCOC(=O)N1CCN(C(=O)c2ccc(N(Cc3ccccc3Cl)S(C)(=O)=O)cc2)CC1	-1	1	-1%	-14%	4%	-17%	1%	-1.4%	1%
27	Cc1cc(S(=O)(=O)N2CCOCC2)ccc1OCC(=O)NCCCn1ccnc1	2	-8	1%	-2%	3%[57.1 µM]	1%	-2%	0.0%	-1%
28	COc1ccc(-c2cc(C(F)(F)F)n3nc(C(=O)Nc4ccccc4SC)cc3n2)cc1OC	2	1	0%	3%	10%	-15%	12%	-0.2%	-3%
29	COCCNc1nnc(Cc2ccc(Cl)cc2)c(=O)[nH]1	-4	2	3%	-2%	-9%	4%	-8%	-0.9%	-4%
30	O=C(Nc1nnc(-c2cccs2)o1)c1cccc(Oc2ccccc2)c1	-10	-33*	-17%	-14%	-6%	u	-12%	-0.2%	-1%
31	N#CC(C#N)=C(N)CSc1cccc[n+]1[O-]	4	0	2%	u	4%[11.4 µM]	-10%	9%	-0.1%	6%
32	CCOc1ccccc1NC(=O)COC(=O)COc1c(Cl)cc(Cl)c2ccc(C)nc12	1	7	0%	3%	9%	-7%	4%	x	-4%
33	Cc1ccc2nc(SCC(=O)N3CCN(c4ccccc4)CC3)[nH]c2c1	-3	-2	-1%	4%	4%[57.1 µM]	6%	0%	-3.3%	1%
34	O=C(Nc1nc(-c2cccs2)cs1)c1cccc(S(=O)(=O)N2CCCCC2)c1	-2	-9	0%	x	9%	-4%	11%	0.0%	1%
35	CCN1CCc2c(OCC(=O)Nc3ccc(C)cc3)cccc2C1=O	2	-2	0%	8%	-9%	-18%	8%	-1.4%	-3%
36	CN1CCN(c2nc3ccccn3c(=O)c2/C=C(\C#N)S(=O)(=O)c2ccc(Cl)cc2)CC1	-1	-3	-8%	-2%	7%	-21%	4%	9.8%	-7%
37	CCc1cccc(C)c1NC(=O)C1CC(=O)N(C2CCCC2)C1 (stereo not drawn)	-7	-2	0%	5%	2%	-12%	-5%	1.8%	-2%
38	Cc1ccccc1S(=O)(=O)Cc1ccc(C(=O)NC2CCCC2)o1	7	-2	5%	2%	6%	-7%	3%	0.7%	-4%
39	O=C(O)c1c(-c2ccccc2)oc2ccc(OCc3ccc(Cl)c(Cl)c3)cc12	0	-13	0%	-10%	120%[activator]	u	-2%	3.1%	1%
40	FC(F)(F)c1cnc(N2CCCN(C(=S)Nc3ccccc3)CC2)c(Cl)c1	5	-3	-5%	-11%	-16%[57.1 µM]	u	8%	-0.8%	-5%
41	CCOc1ccc(NC(=O)CSc2nnc(-c3ccccn3)n2C)cc1	3	-1	0%	-1%	3%	-25%	6%	0.3%	-3%
42	CCC(=O)c1ccc(OCC(=O)Nc2ccc(N3CCOCC3)cc2N2CCOCC2)cc1	-1	1	-10%	6%	-2%	-24%	-7%	2.3%	-1%
43	NS(=O)(=O)OCc1ccc(C(F)(F)F)cc1	-1	-2	3%	2%	7%	-8%	-1%	1.0%	-4%
44	Cc1ccc(C(=O)Nc2nc(C(N)C(C)C)cs2)cc1 (stereo not drawn)	3	-3	-2%	x	x	x	x	x	6%
45	NS(=O)(=O)c1cccc(NC(=O)CC23CC4CC(C2)CC(CC(=O)Nc2cccc(S(N)(=O)=O)c2)(C4)C3)c1	-2	-4	4%	0%	-12%	1%	-8%	0.0%	-3%
46	O=C(O)c1ccc(N=C2NC(=O)C(CO)(CO)S2)cc1	0	2	0%	0%	3%	-2%	-2%	x	-1%
47	Cc1sc2nc(CSCC(=O)Nc3ccc(C(F)(F)F)cc3)[nH]c(=O)c2c1C	2	3	2%	-4%	-9%	-10%	-4%	1.6%	1%
48	c1n[nH]c(SCCCCSc2ncn[nH]2)n1	-10	0	1%	-1%	-1%	-7%	9%	-1.1%	-4%
49	CCOC(=O)C1CCCN(S(=O)(=O)c2nc3nc(C)cc(C)n3n2)C1 (stereo not drawn)	1	-6	-6%	-1%	-2%	-4%	-4%	7.0%	-5%
50	Cc1cc(C)cc(NS(=O)(=O)c2cnc(Cl)c(Cl)c2)c1	13	0	-20%	-1%	-4%	-9%	5%	-0.3%	-13%
51	CC(=O)c1ccc(-c2cnc3c(NC=O)cc(-c4ccc(C(=O)NC5CC5)cc4)cn23)cc1	-2	0	-7%	x	x	x	x	x	4%
52	O=C(c1cc2c(ccc3ccccc32)o1)N1CCN(c2ncc(C(F)(F)F)cc2Cl)CC1	-5	0	1%	7%	-7%	-20%	1%	2.1%	-1%
53	Cc1ccc2sc(N3CCN(C(=O)C4=COCCO4)CC3)nc2c1C	-7	0	-1%	-6%	-4%	-9%	-2%	-0.3%	1%
54	COc1ccc(Nc2oc(-c3ccccc3)nc2C#N)cc1	2	-3	-1%	7%	0%	-22%	-4%	2.9%	-1%
